# Compound activity as filed in PubChem BioAssay.
# N370S GC mod = N370S glucocerebrosidase modulation, Gaucher chaperone candidate; P04062; N370S GC spleen homogenate, 4MU-glucoside fluorescence; Potency, µM (series often up to 59.4 µM), without a hit: at the top dose activity change, negative = inhibition, most hits filed as inhibitors; 330,000 tested, 0.092% active;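 further: 0% = full enzyme activity and -100% = no enzyme basal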
# FEN1 inhibitor = blocks human flap endonuclease 1 | 390,000 tested, 0.35% active | AID 588795 | Potency, µM (top dose mostly 114 µM), for inactives: at the highest dose activity change, negative = inhibition, actives largely listed as inhibitors | Recombinant FEN1 flap cleavage, fluorescence, 15 min; further: nearly all actives have a fitted effect of over 65% in size
# Target sequence (P39748 whole entry, looked up): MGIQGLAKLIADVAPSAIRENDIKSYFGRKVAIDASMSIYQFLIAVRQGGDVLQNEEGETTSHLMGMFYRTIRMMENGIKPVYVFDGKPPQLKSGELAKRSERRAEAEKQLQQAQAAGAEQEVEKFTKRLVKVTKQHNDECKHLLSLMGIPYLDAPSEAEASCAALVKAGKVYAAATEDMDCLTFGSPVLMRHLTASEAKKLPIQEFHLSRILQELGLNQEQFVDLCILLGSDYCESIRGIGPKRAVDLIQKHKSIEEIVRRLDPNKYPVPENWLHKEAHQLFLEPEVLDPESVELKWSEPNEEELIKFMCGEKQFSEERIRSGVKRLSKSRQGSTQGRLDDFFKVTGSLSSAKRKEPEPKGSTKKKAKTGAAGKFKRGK
#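 Compounds are tested as a concentration series against 10 nM FEN1; after a 15 min room-temperature preincubation, 50 nM substrate starts cleavage, with plate reads at 0 and 15 min. Normalized responses are fitted by a Hill equation.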
# TDP1 block = blocks human tyrosyl-DNA phosphodiesterase 1. Q9NUW8. recombinant TDP1, AlphaScreen DNA substrate cleavage. Potency, µM (doses to about 130 µM), for the others: at the top dose activity change, negative = inhibition, usual class: inhibitors. 350,000 tested, 0.28% active. AID 485290; further: nearly all actives have a fitted effect of over 40% in size
# Target sequence (Q9NUW8 whole entry, looked up): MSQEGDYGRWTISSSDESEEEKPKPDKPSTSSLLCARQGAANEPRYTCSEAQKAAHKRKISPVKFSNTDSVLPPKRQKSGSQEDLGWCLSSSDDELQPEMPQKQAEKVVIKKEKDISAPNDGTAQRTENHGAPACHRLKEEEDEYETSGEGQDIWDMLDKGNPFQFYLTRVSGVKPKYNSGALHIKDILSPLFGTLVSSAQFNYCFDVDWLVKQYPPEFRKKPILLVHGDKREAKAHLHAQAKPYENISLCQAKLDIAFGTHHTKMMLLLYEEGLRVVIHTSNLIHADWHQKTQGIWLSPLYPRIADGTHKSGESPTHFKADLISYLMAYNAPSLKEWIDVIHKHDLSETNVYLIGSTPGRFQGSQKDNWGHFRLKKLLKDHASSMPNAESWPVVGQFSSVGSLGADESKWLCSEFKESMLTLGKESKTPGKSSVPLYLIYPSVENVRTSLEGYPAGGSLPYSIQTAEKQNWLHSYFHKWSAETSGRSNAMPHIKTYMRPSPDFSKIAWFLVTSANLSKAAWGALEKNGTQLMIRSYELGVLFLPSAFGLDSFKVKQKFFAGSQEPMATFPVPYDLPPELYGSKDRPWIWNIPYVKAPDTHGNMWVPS
#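 Steps: enzyme plus compound, 15 min RT; add biotin/phosphotyrosine-FITC oligonucleotide (15 nM final), react 5 min; add donor/acceptor beads (10 ug/ml final), 10 min; read AlphaScreen. Tdp1 at 1 nM final.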
# Starred values were filed as active, the others as inactive; ? = inconclusive; · = not tested or not shown; & = joins results of further samples; [ ] = remark or other dose. The call rests on the fitted dose curve; in most records, active means well fitted curve in the direction sought with a large enough effect; inconclusive means small, poorly fitted or top-dose-only effect, or another doubt; inactive means no such curve, though single readings can be large; an effect the other way counts as inactive or inconclusive. Unless noted, on the % scale 0 is the no-effect control and ±100 the full control effect; potency means the concentration at half of the fitted maximal effect.
# Start of the data: the first three entries, to show the layout:
SMILES	N370S GC mod	FEN1 inhibitor	TDP1 block
N/C(=N\OC(=O)CCCOc1ccc(Cl)cc1Cl)c1ccccn1	2%	-11%	-10%
COCCN(C(=O)CSCc1ccccc1)c1c(N)n(Cc2ccccc2)c(=O)[nH]c1=O	0%	-1%	0%
COc1ccccc1C1=NOC(COC(=O)c2ccc(Br)cc2)C1 (stereo not given)	14%	-2%	-3%

# The list itself (from the top)
SMILES	N370S GC mod	FEN1 inhibitor	TDP1 block
N/C(=N\OC(=O)CCCOc1ccc(Cl)cc1Cl)c1ccccn1	2%	-11%	-10%
COCCN(C(=O)CSCc1ccccc1)c1c(N)n(Cc2ccccc2)c(=O)[nH]c1=O	0%	-1%	0%
COc1ccccc1C1=NOC(COC(=O)c2ccc(Br)cc2)C1 (stereo not given)	14%	-2%	-3%
C/C(=C\C(=O)c1ccc(Br)cc1)N1CCCCC1	?	-7%	0%
CCn1cc([N+](=O)[O-])c(C(=O)N2N=C(c3ccc(Cl)c(Cl)c3)CC2c2ccccc2O)n1 (stereo not given)	-8%	?	7%
CN(CC(=O)Nc1ccc(Cl)cc1)C(=O)Cn1[nH]c(=O)c2ccccc2c1=O	0%	-8%	·
O=C(COc1ccccc1[N+](=O)[O-])N1CCN(C(=O)c2ccco2)CC1	0%	-2%	2%
Cn1c(SCc2cc(=O)[nH]c3ccccc23)nnc1-c1ccc(Br)cc1	-5%	-14%	-2%
CCOc1ccc(C(c2c(C)[nH][nH]c2=O)c2c(C)[nH][nH]c2=O)cc1OC	2%	-17%	7%
CC1=C(C(=O)OCC2CCCCC2)C(c2ccc(Cl)cc2Cl)CC(=O)N1 (stereo not given)	·	-6%	0%
Oc1cccc2c(NC(=S)Nc3ccc(OC(F)F)cc3)cccc12	13%	-20%	1%
CCC(C(=O)NC1CCCCC1)n1nc(C)c2sc3ccccc3c2c1=O (stereo not given)	·	0%	9%
CCN(Cc1ccccc1)C(=O)Cn1cc(S(=O)(=O)Cc2cccc(Cl)c2)c2ccccc21	·	-10%	5%
Cn1ncc(Cl)c1C(=O)Nc1ccc2c(c1)OCO2	-14%	0%	1%
Cc1ccc(C(=O)CSC2=C(C#N)C(c3ccco3)CC(=O)N2)c(C)c1 (stereo not given)	2%	-1%	·
CCc1ccccc1NC(=O)N1CCOc2ccccc21	·	16%	4%
CC1(C#N)c2ccccc2C(Br)=CN1C(=O)c1ccccc1 (stereo not given)	13%	2%	-2%
CCOCc1nc(N)[nH]c(=O)c1Cc1ccc(OC(C)C)cc1	1%	-6%	3%
Oc1cc(-c2cccnc2)cc2cccnc12	·	-5%	1%
COC(=O)Nc1ccc(S(=O)(=O)Nc2ccc(C(=O)O)cc2)cc1	-7%	5%	0%
COCC(=O)N1CCC(Oc2ccc(C(=O)N3CCN(C)C[C@@H]3C(C)C)cc2)CC1	2%	1%	·
CC(C)(C)C(=O)NNc1nc(-c2ccccc2)c2cc(Br)ccc2n1	15%	2%	-5%
Cc1cccc(NC(=O)[C@@H]2CCCN2S(=O)(=O)c2ccc(Cl)cc2)c1	·	-13%	-1%
O=C(CSc1oc(-c2ccccc2)nc1S(=O)(=O)c1ccc(Cl)cc1)Nc1ccc(F)cc1	·	-1%	9%
CCOc1ccc(CCNC(=O)c2cnc3sc(N(CC)CC)nn3c2=O)cc1OCC	·	12%	7%
Cc1cc(/C=N/NC(=O)c2nn(C)cc2Cl)c(C)n1-c1cccc(Br)c1	2%	-6%	11%
CC(=O)Nc1ccc(S(=O)(=O)N(C)CC(=O)OCCOc2cccc(C)c2)cc1	-7%	-4%	0%
O=C(N/N=C/c1ccc(N2CCOCC2)s1)c1ccc(NS(=O)(=O)c2cccs2)cc1	-19%	5%	11%
O=C1CCCN1CCC(=O)N1CCCC(CO)(Cc2ccccc2)C1 (stereo not given)	-8%	-18%	3%
Cc1n[nH]c(C)c1CS(=O)(=O)c1ccccc1	2%	6%	2%
O=C(CCCOc1ccc(Cl)cc1Cl)N1CCc2ccccc2C1	0%	-12%	-2%
CCOc1ccc(NC(=O)C(=O)NCCN2CCN(C(=O)c3ccc(C)cc3)CC2)cc1	0%	-7%	·
CCc1nnc(N/N=C/c2cc(Br)c(O)cc2O)n1N	-15%	1%	6%
Cc1c(C(=O)N2CCN(S(C)(=O)=O)CC2)oc2ccccc12	-5%	-1%	5%
COC(=O)C1=C(C)N(C)C(C)=C(C(=O)OC)C1c1ccc(Cl)cc1	14%	-1%	0%
C[C@@H]1CN([C@H](C)CO)C(=O)Cc2cc(NS(=O)(=O)c3cn(C)cn3)ccc2O[C@H]1CN(C)S(=O)(=O)c1ccc(Cl)cc1	·	-3%	1%
O=C(CSc1nc2c([nH]c3ccccc32)c(=O)n1-c1ccccc1F)Nc1cccc(C(F)(F)F)c1	·	4%	-1%
O=C(OCC(=O)N1CCc2ccccc2C1)c1cc(=O)[nH]c2ccccc12	7%	-20%	·
CC(C)(C)c1cc(N)on1	-3%	-4%	5%
COc1ccc(C(=O)NC2=C(C#N)CCC2)cc1OC	0%	-2%	2%
CO/N=C/C(NC(=O)c1ccc(C(F)(F)F)cc1)C(=O)OC (stereo not given)	9%	2%	6%
CCOc1ccc(CNC(=O)C2CCN(S(=O)(=O)c3c(C)noc3/C=C/c3ccc(C)cc3)CC2)cc1OC	·	-5%	2%
COc1cccc(NC(=O)CN2C(=O)NC(Cc3c[nH]c4ccccc34)C2=O)c1 (stereo not given)	·	1%	5%
CC(C)Oc1ccc(NC(=O)CCC(=O)O)cc1	-2%	-2%	7%
COc1ccc(CCNS(=O)(=O)c2cc3c4c(c2)CCN4C(=O)CC3)cc1	0%	3%	-9%[0.505 µM]
Cc1ccc(COC(=O)CCCN=C2NS(=O)(=O)c3ccccc32)cc1	-11%	-5%	·
O=C(/C=C/c1ccc([N+](=O)[O-])cc1)/C=C/c1ccco1	-1%	·	5%
NC(=O)CC(NC(=O)Cc1cccc2ccccc12)c1ccc(N2CCc3ccccc3C2)c([N+](=O)[O-])c1 (stereo not given)	-6%	12%	5%
CCn1nc(C)c2c(-c3ccccc3)cc(=O)n(C(C)C(=O)NCCC(C)C)c21 (stereo not given)	·	-22%	3%
Cc1ccc(C)c(Oc2ccc(S(=O)(=O)N3CCN(C)CC3)cn2)c1	-10%	3%	2%

# An excerpt from above, showing only FEN1 inhibitor:
mol	FEN1 inhibitor
CC(C)(C)c1cc(N)on1	-4%
COc1ccc(C(=O)NC2=C(C#N)CCC2)cc1OC	-2%
CO/N=C/C(NC(=O)c1ccc(C(F)(F)F)cc1)C(=O)OC (stereo not given)	2%

# Further compounds:
SMILES	N370S GC mod	FEN1 inhibitor	TDP1 block
CCCOc1ccc(N2C(=O)C3ON(c4ccccc4)C(c4ccc(O)c(OC)c4)C3C2=O)cc1 (stereo not given)	-1%	-3%	3%
Clc1cccc(N2CCN(Cc3ccc(Br)o3)CC2)c1	-6%	-9%	·
CS(=O)(=O)c1ccccc1-c1nnc(NC(=O)C2=COCCO2)o1	3%	1%	-9%
COc1ccccc1C(=O)COC(=O)c1ccc(N(C)C)cc1	?	-19%	4%
CCCCn1c(SCC(=O)N2CCCCC2C)nc2cc(S(N)(=O)=O)ccc21 (stereo not given)	6%	-5%	6%
O=C(O)/C=C/C(=O)Nc1ccc(SC(F)(F)F)cc1	10%	-15%	0%
Cn1c(N)c(-c2nc3cccnc3n2C)sc1=S	8%	5%	3%
COc1ccc(Cc2nnc(NC(=O)CS(=O)(=O)c3ccccc3)s2)cc1OC	-1%	0%	1%
COc1cc(NS(=O)(=O)c2ccc(NC(=S)NC(=O)c3ccco3)cc2)ncn1	-4%	-1%	-1%
CCOC(=O)N1CCN(C(=O)/C=C/c2ccc(OC)c(OC)c2)CC1	2%	7%	2%
CC1CN(CCOc2ccc(Cl)c(Cl)c2)CC(C)O1 (stereo not given)	-1%	0%	·
Cc1ccc(C(=O)NCCN2C3=NC[C@H](Cc4ccc(O)cc4)N3C[C@H]2Cc2ccc(O)cc2)cc1Br	?	0%	·
COc1ccc(C2(O)CC3CCC(C2)N3c2cc(C)nc(-c3ccccc3)n2)cc1 (stereo not given)	-2%	-3%	9%
CC(C)(CCO)NC(=S)NC1CC2C=CC1C2 (stereo not given)	11%	-2%	0%
NS(=O)(=O)c1ccc(NC(=O)COC(=O)c2ncc(Cl)c(Cl)c2Cl)cc1	·	-1%	1%
C=CCNC(=O)CC(C)C(CCCCC)C(=O)O (stereo not given)	6%	-14%	-1%
O=C(NC1CC1)C1=C[C@@H](C2CCCCC2)C[C@@H](OCCCCO)O1	-6%	15%	5%
Cc1occc1-c1nnc(SCCCC(=O)c2ccc(F)cc2)n1C	-1%	-5%	-5%
CCc1ccc(CNC(=O)c2cc(-c3ccc(Cl)s3)nc3ccccc23)cc1	·	0%	2%
O=C(CCNC(=O)c1ccccc1Cl)Nc1ccc(S(=O)(=O)Nc2ncccn2)cc1	-29%	-1%	2%
COc1ccccc1N1CCN(C(=O)C2CCN(S(=O)(=O)N3CCOCC3)CC2)CC1	-5%	-3%	5%
O=C(c1noc2c1CCc1ccccc1-2)N1CCOCC1	3%	-8%	6%
CCOc1ccc(S(=O)(=O)N2CCN(C)CC2)cc1NC(=O)c1ccccc1F	?	7%	19%
COCCNC(=O)CCc1nnc(Cc2ccc(-c3ccccc3)cc2)o1	-23%	18%	-5%
COc1ccc(NC2CC(=O)N(C(C)C)C2=O)cc1 (stereo not given)	-3%	7%	1%
CC(C(=O)Nc1sc2c(c1C#N)CCCCC2)N1C(=O)c2ccccc2C1=O (stereo not given)	-11%	-12%	3%
O=C(CSCc1ccc(Cl)cc1)Nc1cccc(C(=O)Nc2ccccc2C(=O)O)c1	-2%	7%	3%
COc1ccccc1CCNC(=O)C(=O)NCC1OCCN1S(=O)(=O)c1cccs1 (stereo not given)	1%	1%	·
Cc1ccc2nc(-c3cccc(NC(=O)c4ccco4)c3)[nH]c2c1	-1%	-17%	10%
CCn1cc(SCC(=O)N2CCOCC2)c2ccccc21	-9%	16%	1%
Cn1c(=O)n(C)c2cc(NS(=O)(=O)c3ccccc3)ccc21	1%	-3%	2%
CCOc1ccc(/C=C(\C)C(=O)c2c(C)cc(C)[nH]c2=O)cc1	-2%	-3%	·
COc1ccc2[nH]c3c(c2c1)CCN1C(=O)C(CC(=O)NCCC2=CCCCC2)C[C@H](C(=O)N2CCCCC2)[C@@]31CCc1ccccc1 (stereo not given in full)	·	2%	0%[56.1 µM]
O=C(O)c1ccc(NS(=O)(=O)c2ccc(Cl)c(C(=O)Nc3ccccc3[N+](=O)[O-])c2)cc1	0%	-14%	-2%
CNC(=O)COC(=O)c1cc2c(C)nn(-c3ccc(F)cc3)c2s1	5%	-4%	5%
O=C(CSc1nc(=O)n(CCCN2CCOCC2)c2c1CCCC2)Nc1ccc(F)c(F)c1	-12%	2%	3%
O=C(c1cncc(Br)c1)N1CCN(c2ccc([N+](=O)[O-])cc2)CC1	-11%	-7%	4%
CC(=O)c1c(N)[nH]c(-c2ccccc2)nc1=S	12%	5%	2%
CCc1nnc(NS(=O)(=O)c2ccc(NC(=O)c3ccccc3C)cc2)s1	-5%	14%	0%
C=CCn1c(CCNC(=O)c2cccs2)nnc1SCC(=O)Nc1cccc(F)c1	-3%	6%	3%
Nc1nc(SCC(=O)Nc2ccc(Cl)cc2)[nH]c(=O)c1-c1ccccc1	9%	5%	-3%
CN(c1ccccc1C(=O)Nc1ccc2c(c1)OCO2)S(C)(=O)=O	3%	-8%	2%
O=C(O)c1ccc(S(=O)(=O)c2ccc3c(c2)C(=O)N(NC(=O)c2ccc(O)cc2)C3=O)cc1	-2%	0%	-1%
Cc1cccc(N(C(=O)CCC(=O)Nc2cccnc2)C(C(=O)NC2CCCC2)c2ccncc2)c1 (stereo not given)	7%	-3%	5%
CSc1ccc(CCNC(=O)CN2C(=O)c3cccnc3Oc3ccc(C)cc32)cc1	-4%	-24%&-12%	7%&10%
CCCCn1nc2cc(C(=O)N[C@H](C)C3CCCCC3)ccc2c1OCC	15%	-1%	0%
COC(C[C@H](O)C[C@H](O)COCc1ccccc1)OC	-4%	0%	-1%
CCN1CCN(c2ccc(N3CCN(S(=O)(=O)c4cc([N+](=O)[O-])ccc4C)CC3)nn2)CC1	1%	-4%	·
COC(=O)C1=C(C)N(Cc2ccc(C)cc2)C(=O)/C1=C\c1cc(OC)c(OC)c(OC)c1	-18%	-3%	9%

# Some of the entries so far, field by field:
CC(C(=O)Nc1sc2c(c1C#N)CCCCC2)N1C(=O)c2ccccc2C1=O (stereo not given)
  N370S GC mod: -11%; FEN1 inhibitor: -12%; TDP1 block: 3%

CN(c1ccccc1C(=O)Nc1ccc2c(c1)OCO2)S(C)(=O)=O
  N370S GC mod: 3%; FEN1 inhibitor: -8%; TDP1 block: 2%
